FUS suppressor: FUS proteinopathy suppression in yeast | S. cerevisiae FUS-expressing, growth rescue, OD600, 24 h | Potency, µM (top dose mostly 76.6 µM), inactives show at the highest dose growth rescue (activation), most hits filed as activators | 390,000 tested, 0.24% active | AID 1347120;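 further: potency means the concentration at half of the fitted maximal effect; plate controls were DMSO vehicle for no effect and reference control for full effect; nearly all actives have a fitted effect of over 55% in size; some results filed as inactive show a strong effect at the top dose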
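Absorbance at 600 nm, taken 24hr after compound addition, measured rescue of FUS-yeast growth at 30C. Induction used 2% galactose with seeding at OD 0.005. Controls: CP55940 from 92uM final, DMSO only.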
TDP-43 yeast inh: TDP-43 toxicity inhibition in yeast; TDP-43 expressing yeast growth rescue, BacTiter-Glo, 24 h; Potency, µM (top dose mostly 46.1 µM), without a hit: top-dose growth rescue (activation), actives largely listed as activators; 410,000 tested, 1.8% active; AID 652104; further: potency means the concentration at half of the fitted maximal effect; % of control where 0% means no effect; nearly all actives have a fitted effect of over 50% in size
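Cell-based yeast growth screen: TDP-43 expression induced in galactose, inoculum OD600=0.02 after raffinose pregrowth to mid-log. Read-out BacTiter-Glo luminescence at 24 hr, 30 deg C; inhibition of toxicity seen as signal increase.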
aSyn yeast inh: inhibitors of alpha-synuclein toxicity in yeast. 370,000 tested, 0.14% active. Yeast expressing alpha-synuclein, growth rescue, BacTiter-Glo, 24 h. AID 652106. Potency, µM (highest dose often 46.1 µM), inactives show top-dose growth rescue (activation), most hits filed as activators; further: potency means the concentration at half of the fitted maximal effect; % of control where 0% means no effect; nearly all actives have a fitted effect of over 65% in size
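Readout is rescue of growth in alpha-synuclein-expressing yeast, so inhibitors of toxicity appear as activators. Growth after 24 hr at 30 deg C in galactose medium is quantified by luminescence.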
HEK293 tox: cytotoxic in the GLP-1 receptor inverse agonist counter-screen. Potency, µM (doses to about 38.3 µM), for inactives: at the top dose activity change, negative = inhibition, hits mostly inhibitors. HEK293 cAMP-luciferase reporter cells, luminescence, 24 h. 410,000 tested, 0.13% active;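 further: loss of luciferase light is scored as toxicity; potency means the concentration at half of the fitted maximal effect; on the % scale 0 is the no-effect control and ±100 the full control effect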
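To flag toxic compounds, the library was rerun on cells for 24 hr at 37 deg C and 5% CO2. Viability-linked luminescence was captured 12 min after adding luciferase detection reagent.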
PTHR1 agonist: agonists of human PTHR1 parathyroid hormone receptor. 410,000 tested, 0.075% active. Q03431. Potency, µM (series often up to 115 µM), without a hit: at the top dose activation, most hits filed as activators. HEK293 GP2 PTHR1 cells, GloSensor cAMP luminescence, 1 h; further: potency means the concentration at half of the fitted maximal effect; nearly all actives have a fitted effect of over 55% in size; some results filed as inactive show a strong effect at the top dose; inactives centre near -15; many of its hits are not listed in these tables
Target sequence (Q03431 whole entry, looked up): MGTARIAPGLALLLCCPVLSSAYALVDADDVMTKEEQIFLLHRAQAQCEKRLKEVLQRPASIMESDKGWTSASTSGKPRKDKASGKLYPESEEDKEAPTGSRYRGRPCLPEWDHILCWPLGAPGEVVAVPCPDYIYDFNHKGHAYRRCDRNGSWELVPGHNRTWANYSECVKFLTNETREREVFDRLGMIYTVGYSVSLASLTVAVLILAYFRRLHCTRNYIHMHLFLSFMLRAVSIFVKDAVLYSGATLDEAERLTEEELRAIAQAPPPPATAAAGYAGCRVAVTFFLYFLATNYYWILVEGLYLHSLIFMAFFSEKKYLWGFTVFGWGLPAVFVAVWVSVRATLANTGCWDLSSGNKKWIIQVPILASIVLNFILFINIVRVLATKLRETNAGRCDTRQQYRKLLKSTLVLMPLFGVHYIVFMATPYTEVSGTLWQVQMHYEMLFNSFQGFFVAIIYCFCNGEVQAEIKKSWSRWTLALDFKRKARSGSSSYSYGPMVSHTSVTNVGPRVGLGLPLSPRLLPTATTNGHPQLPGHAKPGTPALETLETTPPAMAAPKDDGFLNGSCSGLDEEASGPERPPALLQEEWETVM
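HEK-293-derived GP2 cells expressing PTHR1 and a GloSensor cAMP reporter, 3,000/well, plated overnight, given luciferin plus IBMX (each 0.5 mM as added) for 1 h at 37 °C, then compound for 1 h at 37 °C. Luminescence was read after 15 min at room temperature.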
GLP-1R inv ag: acts as inverse agonist at human GLP-1 receptor. 410,000 tested, 1.6% active. Potency, µM (doses to about 38.3 µM), inactives show top-dose activity change, negative = inhibition, usual class: inhibitors. HEK293 GLP-1R CRE-luciferase, luminescence, 24 h; GLP-1R form is constitutively active; further: potency means the concentration at half of the fitted maximal effect; on the % scale 0 is the no-effect control and ±100 the full control effect; nearly all actives have a fitted effect of over 55% in size
Target sequence (P43220 whole entry, looked up): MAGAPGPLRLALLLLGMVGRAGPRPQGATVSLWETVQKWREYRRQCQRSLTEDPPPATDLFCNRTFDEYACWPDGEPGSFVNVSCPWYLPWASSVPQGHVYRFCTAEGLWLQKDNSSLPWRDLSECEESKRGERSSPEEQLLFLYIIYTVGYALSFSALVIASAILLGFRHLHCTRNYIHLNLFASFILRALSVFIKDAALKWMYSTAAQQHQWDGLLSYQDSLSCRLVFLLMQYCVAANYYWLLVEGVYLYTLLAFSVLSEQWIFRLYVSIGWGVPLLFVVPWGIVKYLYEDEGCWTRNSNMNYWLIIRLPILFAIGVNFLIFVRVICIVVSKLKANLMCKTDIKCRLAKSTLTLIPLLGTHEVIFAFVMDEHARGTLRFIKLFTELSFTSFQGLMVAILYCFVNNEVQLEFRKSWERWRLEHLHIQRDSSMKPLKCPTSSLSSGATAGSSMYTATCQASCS
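HEK293 cells stably co-expressing a cAMP-responsive luciferase reporter and constitutively active GLP-1R were seeded, incubated 12 h, then exposed to compounds for 24 h at 37 C. Luminescence was read 12 min after detection reagent; inverse agonists lower signal.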
pAkt inh: inhibitors of Akt phosphorylation; Neuro2A IGF-stimulated pAkt S473 HTRF, 20 min; stronger effect = lower value; activity change, % for hits at 50 µM; 360,000 tested, 0.32% active; in the data active means activity change below about -80%; inconclusive means mostly about -51% to -80%; further: on the % scale 0 is the no-effect control and ±100 the full control effect
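Single-point screen (50 µM final compound) in Neuro2A cells stimulated 20 min with 6 nM IGF at 37 deg C. After lysis, Ser473-phosphorylated Akt read by HTRF (ex 330 nm, em 615/665 nm) as the 665/615 ratio.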
MmCpn inh: inhibitors of Methanococcus maripaludis chaperonin (MmCpn); AID 504842; 330,000 tested, 0.031% active; Potency, µM (titrated, usually from 76.9 µM), inactives show at the highest dose activity, negative = inhibition, usual class: inhibitors; purified Mm-Cpn ATPase, ADP Transcreener TR-FRET; further: potency means the concentration at half of the fitted maximal effect; on the % scale 0 is the no-effect control and ±100 the full control effect; nearly all actives have a fitted effect of over 80% in size
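Purified archaeal Mm-CPN (25nM final) preincubated 10 min at 37degC with compound, then 10uM ATP for 30 min at 37degC; ADP measured by HTRF Transcreener TR-FRET; buffer 30 mM TRIS pH 7.4, 100mM KCl, 5mM MgCl2, 1mM DTT.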
Abeta yeast res: A-beta toxicity reversal in yeast; yeast expressing A-beta42, growth rescue, OD600, 48 h; response scale: 0% DMSO, 100% iron-clioquinol control; Potency, µM (doses to about 46.1 µM), without a hit: at the highest dose growth rescue, most hits filed as activators; 410,000 tested, 0.063% active; further: potency means the concentration at half of the fitted maximal effect; nearly all actives have a fitted effect of over 55% in size
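Yeast A-beta toxicity model in growth medium with pinned compounds, 48 h at 30 C; growth read as absorbance at 600 nm. Normalized to FeCl3/clioquinol equimolar mix (positive) and DMSO (negative).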
Starred values were filed as active, the others as inactive; i = inactive; ? = inconclusive; · = no result given; [ ] = remark or other dose. Unless noted, the call rests on the fitted dose curve; in most records, active means well fitted curve in the direction sought with a large enough effect; inconclusive means small, poorly fitted or top-dose-only effect, or another doubt; inactive means no such curve, though single readings can be large; an effect the other way counts as inactive or inconclusive. An excerpt; count on the stated rates, not on these rows.

The line under a structure holds: FUS suppressor, TDP-43 yeast inh, aSyn yeast inh, HEK293 tox, PTHR1 agonist, GLP-1R inv ag, pAkt inh, MmCpn inh, Abeta yeast res
Fc1cccc(Cc2c(-c3cccc(Br)c3)nc3ccc(Br)cn23)c1
 : 25%, 0%, -14%, -11%, -13%, ?, i, ·, -15%
Cc1ccccc1C(=O)NCc1ccc2c(c1)CCN2C(=O)c1ccccc1
 : 9%, 0%, ·, 5%, i, ?, ·, ·, -11%
C/C(=N\NC(=O)c1nnn(-c2nonc2N)c1CSc1ccc(C)cc1)c1ccco1
 : 4%, -4%, 0%, -16%, -1%, -14%, i, 3%, 8%
CCOC(=O)c1cnc2c(ccc3ccccc32)c1Nc1ccccc1O
 : -15%, 7%, 2%, 22%, i, 14%, ·, ·, -11%
Cc1cccc(OCC(=O)NNC(=O)Nc2cccc(Cl)c2)c1C
 : 20%, 5%, 0%, -10%, -4%, ?, i, 0%, 4%
O=S(=O)(NCc1ccccc1)c1ccccc1Br
 : -14%, ?, 9%, -6%, -4%, -1%, i, 1%, 0%
CCn1cc(/C=C/C(=O)Nc2ccn(Cc3c(F)c(F)c(F)c(F)c3F)n2)cn1
 : ·, ?, -5%, -7%, -18%, 4%, i, -1%, 0%
Cc1csc(NC(=O)c2ccc(S(=O)(=O)N3CCCC3)cc2)n1
 : -27%, 1%, 9%, 5%, i, 18%, i, 1%, -12%
COC(=O)c1nc2ccccn2c1F
 : 5%, ·, 12%, -11%, i, 5%, i, 0%, 0%
O=C(Cc1c(Cl)cccc1Cl)NC1CC1
 : -11%, -2%, -2%, -4%, i, 6%, i, 1%, -8%
C/C(=C\c1ccc2c(c1)OCO2)C1Nc2cccc3cccc(c23)N1
 : 12%, ·, ·, ·, -43%[inhibitor], ·, ·, 0%, -23%
Cc1ccc(S(=O)(=O)N(C)C)cc1NC(=O)COC(=O)C1(c2ccccc2)CC1
 : 12%, 13%, 7%, -2%, i, -5%, i, -3%, 7%
Nc1cc(Cl)ccc1C(=O)OCC(=O)NC1CCS(=O)(=O)C1 (stereo not given)
 : 5%, 4%, 7%, 11%, -2%[57.5 µM], 4%, i, 1%, -18%
Cc1ccccc1CC(=O)NCc1cccnc1
 : -3%, 5%, -4%, 3%, i, 7%, i, 1%, 8%
O=C(CN1CCN(c2ccccc2Cl)CC1)NC1CCCc2ccccc21 (stereo not given)
 : ·, 11%, -1%, 1%, i, 10µM*, i, -10%, 1%
CCOc1ccc(CCNC(=O)Cn2ncn3c(cc4ccccc43)c2=O)cc1OCC
 : 1%, 11%, ·, 11%, i, 4%, ·, ·, -17%
O=C(c1ccccc1)c1c[nH]c2ccccc12
 : 14%, -7%, -1%, -2%, -7%, 18%, i, 1%, -3%
COc1cc(NC(=S)NCc2cccnc2)c(OC)cc1Cl
 : -3%, -20%, -21%, 2%, i, -15%, i, -1%, -3%
O=C(C1CC(=O)N(c2ccc3c(c2)OCCO3)C1)N1CCCC(C(F)(F)F)C1 (stereo not given)
 : -10%, 1%, 5%, 2%, -12%, 14%, i, -2%, 12%
CCOC(=O)C(C)On1c(-n2nc(C)cc2C)nc2ccccc2c1=O (stereo not given)
 : -11%, ?, ?, ?, -19%, ?, i, 1%, 30%
Cc1cc(C)c2ccc(C(=O)O)nc2c1O
 : 1%, 10%, -11%, -22%, -7%[57.5 µM], 0%, i, 1%, -22%
O=C(CCc1ccc(S(=O)(=O)N2CCOCC2)cc1)Nc1ccc(F)c(F)c1F
 : -7%, 25%, -5%, -4%, -6%, -4%, i, 0%, 7%
COc1ccc(OC)c(-c2cc(C(=O)Nc3cccc(Cl)c3)no2)c1
 : 6%, 0%, -16%, -1%, -4%[57.5 µM], 0%, i, -2%, -11%
CSc1ccccc1NC(=O)COC(=O)Cc1ccsc1
 : ·, 8%, 1%, -5%, -12%, 1%, i, 1%, 0%
CCCN(CCC)C(=O)CSc1nc2n[nH]c(C)c2c(=N)n1-c1ccc(OCC)cc1
 : ?, 18%, 2%, -24%, i, -29%, i, 2%, ?
CC(=O)C1(O)C(C)CC2C3CC=C4CC(O)CCC4(C)C3CCC21C (stereo not given)
 : -17%, -10%, 16%, -2%, i, 1%, i, ·, 5%
CCCSc1nc2c(cnn2-c2ccc(F)cc2)c(=O)[nH]1
 : -27%, 16%, 4%, -10%, 12%, 24%, i, -1%, 4%
CC(=O)N1CCN(C(=O)CCc2cc(C(C)(C)C)c(O)c(C(C)(C)C)c2)CC1
 : 25%, 0%, -1%, 0%, -8%, 14%, i, -1%, 1%
COc1ccc(CC(=O)NC(C)c2ccc3ccccc3c2)cc1 (stereo not given)
 : -14%, 30%, -3%, 1%, -11%, ?, i, -9%, 13%
COC(=O)N/N=C\c1cccc(OC(=O)c2cccs2)c1
 : 19%, 8%, 0%, -1%, -2%, -8%, i, 3%, -3%

Next part:
The line under a structure holds: FUS suppressor, TDP-43 yeast inh, aSyn yeast inh, HEK293 tox, PTHR1 agonist, GLP-1R inv ag, pAkt inh, MmCpn inh, Abeta yeast res
O=C(/C=N/O)Nc1cccnc1
 : -43%, 0%, -1%, -11%, i, -1%, i, 1%, 19%
CC(=O)Nc1ccc(NC(=O)c2ccc(Cl)c(S(=O)(=O)N3CCc4ccccc43)c2)cc1
 : ·, 0%, 3%, -14%, -47%[inhibitor], -12%, i, ·, 4%
O=C(NCC1CCCO1)c1ccc2c(c1)N(Cc1ccccc1)C(=O)CS2 (stereo not given)
 : -11%, 1%, 3%, -12%, -7%, -1%, i, -1%, 8%
COc1ccccc1C(=O)O/N=C1/CCCc2c1ccc(OC)c2[N+](=O)[O-]
 : -2%, 20%, 4%, 4%, i, 3%, i, 0%, -3%
CCCC1Cc2c(sc3nc(SC)nc(N)c23)CO1 (stereo not given)
 : 10%, -10%, 0%, -6%, ?, 34%[activator], i, 1%, -4%
COc1ccccc1CC1(C)NC(=O)N(CC(=O)N2CCc3ccccc3C2)C1=O (stereo not given)
 : 24%, 0%, 2%, -5%, -20%[57.5 µM], 3%, i, 1%, 7%
CNC(=O)N(O)C1N(C)C(=O)N(CC(=O)OC)C1(C)C (stereo not given)
 : 5%, 7%, 0%, 30%, i, 4%, i, -4%, 15%
COc1cccc(-n2c(SCC(=O)c3c[nH]c4ccccc34)nc3ccccc3c2=O)c1
 : -2%, 0%, 0%, -12%, i, -14%, i, -3%, -5%
COc1cc(OC)cc(C(=O)N2c3ccc(F)cc3CCC2C)c1 (stereo not given)
 : 22%, ?, -3%, -18%, -6%, ?, i, 4%, -21%
CCC(=O)Oc1ccc(C(CC)C(CC)c2ccc(OC(=O)CC)cc2)cc1 (stereo not given)
 : -43%, 0%, 10%, -1%, i, 8%, i, ?, 5%
C/C(=N\Nc1nncc2ccccc12)c1ccc(OCC(=O)N(C)C)cc1
 : 8%, -3%, 0%, -12%, -49%[inhibitor], 23%, i, 0%, ?
COc1ccccc1/C=c1\sc2nc(-c3ccccc3OC)nn2c1=O
 : ·, -1%, 0%, -7%, i, 2%, i, -6%, 10%
CCC(NC(=O)Cc1cccs1)c1ccccc1 (stereo not given)
 : -4%, 12%, 7%, -11%, i, -23%, i, -12%, 6%
CCc1ccc(CNC(=O)C2COc3ccccc3C2)cc1 (stereo not given)
 : -20%, 12%[9.22 µM], ·, 19%, i, 25%, ·, ·, 0%
Cc1ccsc1-c1n[nH]c(=S)n1C1CCCCC1
 : 11%, 29%, -1%, ?, i, ?, i, -6%, 14%
COc1ccc(CNC(=O)c2ccc3c(c2)N(Cc2ccc(C)cc2)CCS3)cc1
 : 11%, 12%, ·, -5%, i, -8%, ·, ·, 7%
Cc1cc(C)nc(NC(=O)c2ccc(Cl)cc2Cl)n1
 : 2%, -16%, -4%, -1%, i, 12%, i, -3%, 2%
CN1CCN(c2nc3c(c(=O)n(C)c(=O)n3C)n2Cc2ccccc2F)CC1
 : -4%, 7%, -10%, 14%, -16%, 5%, i, 0%, 7%
CCC(=O)N1CCc2cc(Br)cc(S(=O)(=O)CCC(=O)N3CCN(c4ccc(OC)cc4)CC3)c21
 : -3%, 22%, ·, 1%, i, -2%, ·, ·, -4%
COc1cccc(N2CC(NS(=O)(=O)c3ccc4ccccc4c3)CC2=O)c1 (stereo not given)
 : 9%, -9%, 13%, -2%, -19%, ?, i, 0%, 14%
COc1cccc(NC(=O)Cn2cc(C=O)c3ccccc32)c1
 : -14%, -25%, 0%, 0%, -40%[inhibitor], -1%, i, 0%, -21%
Cc1ccccc1NS(=O)(=O)CCCCC(Cl)(Cl)Cl
 : -4%, -15%, -4%, 14%, -7%, ?, i, 2%, -15%
CN(Cc1ccc(Cl)cc1)C(C(=O)NC1CCCCC1)c1ccnc2ccccc12 (stereo not given)
 : 38%, 20%, 3%, -14%, -11%, ?, i, ·, 2%
COc1ccccc1S(=O)(=O)N(C)C[C@@H]1OCc2cnnn2CCCC(=O)N([C@@H](C)CO)C[C@@H]1C
 : -9%, 7%, 7%, 14%, -23%, -4%, i, ·, -3%
COc1ccc(N(CC(=O)NC2CCCC2)C(=O)Cn2nnc(-c3ccc(C)o3)n2)cc1
 : -10%, 0%, 7%, 9%, i, 0%, i, 3%, -2%
O=[N+]([O-])c1ccc(-c2cn(-c3ccc(Cl)cc3)c(=S)[nH]2)cc1
 : ·, -16%, 2%, 2%, i, 24%, i, 1%, -11%
Cc1cc(C(=O)NN=Cc2c(C)[nH]c3ccccc23)c(C)o1
 : ·, 5%, 0%, 2%, -6%, 3%, i, -4%, -1%
